Screening results deposited in PubChem BioAssay by several laboratories.
DUSP3 inh – VHR1 phosphatase inhibitors, primary screen, biochemical, absorbance, uHTS; Dual specificity protein phosphatase 3 (Homo sapiens), P51452; recombinant VHR phosphatase, pNPP absorbance; inhibition, % at 13.3 µM; hit rate 0.52% among 290,000; AID 1654, 2009; in the data active means inhibition above about 50%; further: some compounds called inactive have numbers as strong as hits
Target sequence (P51452 whole entry, looked up): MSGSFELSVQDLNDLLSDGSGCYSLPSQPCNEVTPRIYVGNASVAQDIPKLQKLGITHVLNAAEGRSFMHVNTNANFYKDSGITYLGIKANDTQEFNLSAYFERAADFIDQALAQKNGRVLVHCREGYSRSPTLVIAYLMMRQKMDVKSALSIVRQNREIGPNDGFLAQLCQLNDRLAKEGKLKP
MazEF act – activators of E. coli MazEF toxin-antitoxin RNase, primary screen, biochemical, fluorescence, uHTS; Endoribonuclease toxin MazF (Escherichia coli (strain K12)), P0AE70; FAM/BHQ RNA-DNA oligo cleavage fluorescence, 5 h; activation, % at 20 µM; hit rate 0.32% among 350,000; AID 504720, 2011; in the data active means activation above about 50%
Target sequence (P0AE70 whole entry, looked up): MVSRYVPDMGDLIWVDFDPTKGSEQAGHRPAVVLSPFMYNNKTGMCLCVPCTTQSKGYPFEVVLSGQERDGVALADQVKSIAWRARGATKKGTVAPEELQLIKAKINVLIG
BoNT F protease – BoNT/F light chain protease inhibitors, primary screen, biochemical, flow cytometry, MLPCN library | Botulinum neurotoxin type F light chain protease (Clostridium botulinum) | Multiplex microsphere protease cleavage assay | inhibition, % at 10 µM | hit rate 0.22% among 360,000; in the data active means inhibition above about 35%, passing the limit was not always enough; inconclusive means no clear call, values can overlap the other calls; further: plate controls were buffer without enzyme for full effect and enzyme alone for no effect
Mtb FBA inh – Mtb FBA enzyme inhibitors, primary screen, biochemical, fluorescence, strain H37Rv; inhibition, % at 1 µM; purified M. tuberculosis FBA, fluorescence read-out; hit rate 2.3% among 360,000; Fructose-bisphosphate aldolase (Mycobacterium tuberculosis (strain ATCC 25618 / H37Rv)), …; in the data active means inhibition above about 27%;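 further: 0% = vehicle and 100% = reference inhibitor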
Target sequence (P9WQA3 whole entry, looked up): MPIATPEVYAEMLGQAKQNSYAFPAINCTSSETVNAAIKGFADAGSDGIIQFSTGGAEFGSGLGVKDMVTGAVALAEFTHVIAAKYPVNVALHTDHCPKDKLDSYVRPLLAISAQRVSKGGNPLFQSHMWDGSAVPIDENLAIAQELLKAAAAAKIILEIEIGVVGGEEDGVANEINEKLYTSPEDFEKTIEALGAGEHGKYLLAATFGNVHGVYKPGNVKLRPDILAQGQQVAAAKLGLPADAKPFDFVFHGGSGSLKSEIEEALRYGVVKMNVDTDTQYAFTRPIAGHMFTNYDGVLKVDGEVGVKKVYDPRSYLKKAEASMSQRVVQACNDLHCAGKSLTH
CCHF vOTU inh – CCHFV vOTU protease inhibitors, primary screen, biochemical, Pep-AMC substrate, fluorescence; Crimean-Congo hemorrhagic fever virus L polyprotein viral ovarian tumor (vOTU) protease …; inhibition, % at 11.5 µM; hit rate 0.55% among 370,000; AID 651958, 2012; further: 0% = vehicle wells with enzyme and 100% = no enzyme wells
FadD28 FP inh – inhibitors of FadD28 bisubstrate probe binding, primary screen, biochemical, fluorescence polarization, single point | Mycobacterium tuberculosis FadD28 fatty-acid-AMP ligase | hit rate 0.22% among 360,000 | inhibition, % at 12.5 µM | AID 588549, 2011; in the data active means inhibition above about 8.5%, passing the limit was not always enough; inconclusive means no clear call, values can overlap the other calls
GDH-TPI counter – GDH-TPI coupling enzyme inhibitors, primary screen, artefact control for M. tuberculosis FBA inhibitor project, biochemical, absorbance, full deck; GDH-TPI coupled enzyme counterscreen, NADH absorbance; hit rate 1.2% among 360,000; inhibition, % at 4.8 µM;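 further: 0% = DMSO wells and 100% = wells lacking the enzyme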
BioA inh – M. tuberculosis BioA enzyme inhibitors, primary screen, biochemical, plate reader, single point, HTS; purified M. tuberculosis BioA enzyme; inhibition, % at 9.99 µM; hit rate 0.096% among 360,000; AID 602481, 2012; in the data active means inhibition above about 40%; inconclusive means no clear call, values can overlap the other calls
Rv3671c inh – Rv3671c serine protease inhibitors, primary screen, biochemical, fluorescence polarization, M. tuberculosis H37Rv; P9WHR9; inhibition, % at 5.96 µM; AID 2606, 2010; hit rate 0.048% among 320,000; in the data active means inhibition above about 38%;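 further: extracellular domain of Rv3671c used as enzyme; 0% = enzyme with DMSO and 100% = no enzyme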
UGM FP inh – M. tuberculosis UGM enzyme inhibitors, primary screen, biochemical, fluorescence polarization, single point; purified UGM, fluorescence polarization probe displacement; inhibition, % at 10 µM; hit rate 0.06% among 320,000; in the data active means inhibition above about 10%, passing the limit was not always enough; inconclusive means no clear call, values can overlap the other calls
Target sequence (P9WIQ1 whole entry, looked up): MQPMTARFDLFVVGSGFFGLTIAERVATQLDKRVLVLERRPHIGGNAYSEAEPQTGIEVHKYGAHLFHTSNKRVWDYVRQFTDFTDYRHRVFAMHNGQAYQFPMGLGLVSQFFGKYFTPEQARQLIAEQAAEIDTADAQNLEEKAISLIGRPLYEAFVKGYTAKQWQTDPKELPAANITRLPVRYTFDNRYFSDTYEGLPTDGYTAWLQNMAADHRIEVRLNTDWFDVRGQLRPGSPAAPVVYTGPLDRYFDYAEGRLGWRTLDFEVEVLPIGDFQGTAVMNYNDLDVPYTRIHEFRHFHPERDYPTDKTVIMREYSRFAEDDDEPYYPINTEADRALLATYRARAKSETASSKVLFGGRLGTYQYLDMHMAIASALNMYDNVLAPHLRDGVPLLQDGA
The depositor's hits bear a star; ? = inconclusive; . = not tested or not shown. Unless noted, no stated cut-off is given here; in the data, active means inhibition above about 30%; inactive means the rest.

SMILES	DUSP3 inh	MazEF act	BoNT F protease	Mtb FBA inh	CCHF vOTU inh	FadD28 FP inh	GDH-TPI counter	BioA inh	Rv3671c inh	UGM FP inh
CCOC(=O)c1sc(Nc2ccc(F)cc2)nc1C	3.9	4.7	-8.9	5.5	2.2	-3.2	8.8	.	1.1	-1.3
CCc1ccc(NC(=O)C(C)OC(=O)CCC(=O)c2cccs2)cc1 (stereo not drawn)	-19.2	-3.3	-1.2	-4.1	22.2	-3.8	-1.6	-1.6	-1.9	-0.3
CC(C)Cn1c(SCC(=O)Nc2cc(Cl)c(Cl)cc2Cl)nc(O)cc1=O	.	-0.3	-2.4	-0.8	-2.1	-4.2	6.0	-1.8	-17.2	0.6
CC(=O)Oc1ccc2ccc3ccc(C(C)=O)cc3c2c1	.	8.4	6.4	26.7	-12.7	-2.0	19.4	-1.3	.	.
CC(Oc1ccc(Cl)cc1Cl)C(=O)NC(=S)N1CCc2ccccc21 (stereo not drawn)	-1.0	-9.7	0.9	-0.9	9.8	-1.6	12.2	-0.2	-0.2	-0.1
Cc1c(C(c2cccs2)c2c(C)n(C)n(-c3ccccc3)c2=O)c(=O)n(-c2ccccc2)n1C	36.0	-2.2	?	1.4	12.9	-2.5	-6.3	.	9.3	0.1
Cc1ccc2c(cnn2C(=O)CCCC(=O)NCc2ccc(Cl)cc2)c1	5.5	-21.0	-14.8	7.4	0.4	-1.2	10.1	-2.6	0.3	0.7
Cc1nnc(SCc2cccc([N+](=O)[O-])c2)[nH]c1=O	-7.4	0.7	1.1	-4.5	9.1	2.3	10.1	.	-12.4	1.3
Cc1ccc2c(COC(=O)C3=COCCO3)cc(=O)oc2c1	39.7	0.4	22.2	5.2	-17.9	-2.3	2.5	-0.3	.	.
CCc1nc(SCC(=O)NC2CCCC2)c2c(=O)n(C)c(=O)n(C)c2n1	4.4	4.5	-10.1	-0.3	-5.7	-3.0	-7.4	-1.3	3.9	0.9
COc1ccc(CNc2nc3c(c(=O)[nH]c(=O)n3C)n2Cc2ccccc2C)cc1	29.2	-33.8	-6.6	-1.2	5.0	-2.6	0.0	-0.5	-3.5	-1.1
S=C(NC1CCCCC1)NC1CC2C=CC1C2 (stereo not drawn)	4.4	2.3	18.8	-0.1	15.9	-2.8	-2.3	0.6	-4.0	2.4
Cc1cc2c(cc1S(=O)(=O)NCc1ccccc1)OCC(=O)N2	13.4	4.0	-8.8	1.5	8.4	-0.5	4.0	0.7	-0.6	-0.6
CN(Cc1ccccc1)C(=O)c1cccc(NC(=O)Cc2ccc(NC(=O)C3CCCN(C(=O)C4CCC4)C3)cc2)c1 (stereo not drawn)	.	-5.8	-11.1	-0.3	1.3	-3.7	5.2	1.5	.	.
Cc1ccc(C(=O)N/C(=C\c2cccs2)C(=O)NCCCN2CCOCC2)cc1	-52.2	-16.8	-0.1	0.5	-1.4	-2.0	11.1	-0.6	-4.2	2.6
O=c1c2oc3ccccc3c2ncn1Cc1ccccc1F	9.5	3.5	19.5	-4.5	-4.5	-1.3	-0.9	.	-4.8	-1.7
CCN(CCC#N)c1ccc(/C=N/Nc2nc(C)cc(=O)[nH]2)c(C)c1	17.6	17.3	-3.2	8.4	-1.8	-1.6	45.2*	.	9.8	-0.5
Cc1cc(C)n(C(=O)CCNC(=O)c2ccccc2Br)n1	3.6	2.2	-0.1	0.7	15.7	0.2	-5.2	-0.1	3.3	1.5
COc1ccc(C2c3[nH]c4ccccc4c3CCN2Cc2cccn2-c2ncccn2)cc1C (stereo not drawn)	12.0	5.8	-3.0	11.3	3.1	-1.4	14.8	-0.9	5.9	-0.4
COc1cc([C@H]2[C@@H]3CCCC[C@]3(O)CCN2CC(=O)Nc2ccc(C)cc2C)ccc1O	18.7	2.7	-11.4	-3.4	-3.8	-4.9	-15.5	.	2.7	1.1
Cc1cccc(NC(=O)/C=C/c2ccc([N+](=O)[O-])s2)c1	42.8	10.1	-6.0	-0.9	0.5	-3.3	2.2	.	-6.2	0.9
COc1cccc(C(=O)N=c2sc3cc(S(C)(=O)=O)ccc3n2C)c1	2.0	-1.8	0.0	0.9	6.2	-0.7	12.0	.	4.7	-1.5
Cc1nnsc1-c1c(C(=O)Oc2ccccc2)c(C)nn1-c1ccccc1	9.5	-6.9	-6.9	-1.5	-8.2	-1.6	-2.2	3.3	-4.2	2.7
CCOC(=O)C(CCCOc1cccc(CC)c1)C(=O)OCC	-4.1	-2.3	-18.2	1.2	6.8	-1.4	6.6	0.7	5.6	0.9
CCOCc1nnc(NC(=O)c2c(-c3ccccc3)noc2C)s1	20.6	-16.0	-1.1	1.0	-4.4	-3.5	-14.6	-0.4	.	.
Cn1c(O)c(C=NC2CCCCC2)c(=O)[nH]c1=S	9.5	-2.5	0.2	1.7	8.8	-4.4	5.0	.	-1.7	-1.3
COc1ccc(/C=N/n2cnnc2SCCO)cc1OC	21.4	1.7	0.2	1.8	5.1	-0.8	28.8	-0.7	2.3	1.9
O=C(CN1CCOCC1)Nc1ccc([N+](=O)[O-])cc1	6.5	-10.0	-17.0	0.2	7.0	0.6	17.1	-1.3	8.3	0.4
C(=Cc1cnc2ccccc2n1)c1ccc2c(c1)OCO2	.	-9.5	11.0	5.6	-0.8	-1.4	18.6	-0.4	.	.
CCCCn1c(O)c(C=NCCCN(C)C)c(=O)[nH]c1=O	2.7	-6.8	0.3	-0.6	-1.1	1.0	1.9	-3.3	9.1	1.6
Cc1ccc(-n2c(SCC(=O)NCC3CCCO3)nc3ccccc3c2=O)cc1C (stereo not drawn)	.	-1.1	12.4	-1.0	7.4	-2.6	0.0	.	6.4	-0.3
O=C(Nc1ccc2c(c1)nc1n2CCN(C2CCCCC2)C1)c1ccco1	7.2	23.1	-62.9	9.1	0.7	-2.2	21.2	0.2	.	.
COCCNC(=O)CN1C(=O)NC2(CCCCCC2)C1=O	-21.9	3.6	5.2	-3.0	8.4	-1.9	-3.5	.	-3.4	1.0
COc1ccccc1-c1cnc(C(O)c2ccc(CN3CCCCC3)cc2)[nH]1 (stereo not drawn)	.	.	4.0	2.1	2.8	-1.9	-2.2	1.8	.	.
O=C(CCn1c(=O)sc2ccccc21)Nc1cccnc1	-7.5	-0.8	-9.8	-0.9	1.9	-0.2	3.2	10.0	6.6	0.2
CC(=O)Nc1ccc(-n2nnnc2SCC(=O)NCc2cccs2)cc1	20.8	0.3	-2.6	0.2	-2.9	1.5	3.2	.	-2.2	1.1
Cc1nc(SCC(=O)O)c2oc3ccccc3c2n1	-2.3	-3.5	-8.8	1.4	6.4	0.4	7.8	-1.6	-1.4	1.3
Nc1cc(N)cc(Cc2ccccc2)c1	.	.	-47.8	0.0	-2.4	-2.1	.	-0.1	.	.
CCCn1c(C(C)NC(=O)c2ccccc2)nc2ccccc21 (stereo not drawn)	22.0	1.0	8.1	2.7	3.1	-1.2	2.8	-1.1	.	.
CN(C)S(=O)(=O)c1cccc(NC(=O)CSc2ncnc3ccccc23)c1	12.8	-8.4	-3.4	7.0	-8.3	-0.7	8.6	.	-6.8	1.7

Pulled one by one from above (two):
SMILES	DUSP3 inh	MazEF act	BoNT F protease	Mtb FBA inh	CCHF vOTU inh	FadD28 FP inh	GDH-TPI counter	BioA inh	Rv3671c inh	UGM FP inh
CN(C)S(=O)(=O)c1cccc(NC(=O)CSc2ncnc3ccccc23)c1	12.8	-8.4	-3.4	7.0	-8.3	-0.7	8.6	.	-6.8	1.7
Nc1cc(N)cc(Cc2ccccc2)c1	.	.	-47.8	0.0	-2.4	-2.1	.	-0.1	.	.

Remaining list, next part
SMILES	DUSP3 inh	MazEF act	BoNT F protease	Mtb FBA inh	CCHF vOTU inh	FadD28 FP inh	GDH-TPI counter	BioA inh	Rv3671c inh	UGM FP inh
Cc1ccc(-c2nnc(CSc3nnc(COc4cccc5ccccc45)n3-c3ccccc3)o2)cc1	3.6	-15.1	0.7	0.5	-3.5	-2.4	-6.0	-1.6	-14.4	-2.1
Cc1ccc(-n2ncc3c(=O)n(-c4ccc(C)c(C)c4)c(C)nc32)cc1	-3.9	-8.6	-1.0	4.2	13.0	-0.1	3.1	-1.8	-8.9	-1.9
COc1ccc(CN2CCC(C(=O)c3cccc(Cl)c3)CC2)cc1	-7.8	7.6	?	-2.3	-9.8	-1.9	-7.9	-1.7	-3.2	0.0
CCN(CC(=O)Nc1ccc(C)c(S(=O)(=O)N(C)C)c1)Cc1ccccc1	6.0	-3.3	14.4	-2.9	-5.6	-3.7	-4.3	0.2	-2.8	-0.9
CCCCSc1nc(N)c(C#N)c(-c2cccs2)c1C#N	2.9	13.6	1.6	-4.5	-16.1	-8.8	4.9	1.2	-37.3	-0.6
Nc1sccc1C(=O)c1ccccc1	-0.6	-14.5	.	.	11.2	.	.	.	-2.7	-0.1
CCN(CC(=O)Nc1ccc(NC(C)=O)cc1)C(=O)c1cccc(S(=O)(=O)N2CCc3ccccc3C2)c1	.	-0.5	-5.2	1.5	12.6	-1.9	2.1	-1.6	-6.3	3.7
O=C(CN1CCOCC1)NCc1cc([N+](=O)[O-])ccc1O	17.9	0.4	-20.1	-5.2	12.8	0.9	16.1	-2.6	-6.8	-1.9
COC(=O)C1=C(C(=O)c2ccccc2)C(c2ccccc2)n2nnnc2N1 (stereo not drawn)	16.6	3.3	3.3	-6.0	-5.4	-2.2	-3.7	.	13.1	-3.4
Cn1c2ccccc2c2cc(/C=N/NC(=O)c3ccc(O)cc3O)ccc21	14.9	-0.2	-53.3	10.6	.	-3.2	23.8	-3.2	25.1	-0.2

Full records as entered above.
Cn1c2ccccc2c2cc(/C=N/NC(=O)c3ccc(O)cc3O)ccc21 reads DUSP3 inh = 14.9; MazEF act = -0.2; BoNT F protease = -53.3; Mtb FBA inh = 10.6; CCHF vOTU inh = .; FadD28 FP inh = -3.2; GDH-TPI counter = 23.8; BioA inh = -3.2; Rv3671c inh = 25.1; UGM FP inh = -0.2
O=C(CN1CCOCC1)NCc1cc([N+](=O)[O-])ccc1O reads DUSP3 inh = 17.9; MazEF act = 0.4; BoNT F protease = -20.1; Mtb FBA inh = -5.2; CCHF vOTU inh = 12.8; FadD28 FP inh = 0.9; GDH-TPI counter = 16.1; BioA inh = -2.6; Rv3671c inh = -6.8; UGM FP inh = -1.9

Further structures:
SMILES	DUSP3 inh	MazEF act	BoNT F protease	Mtb FBA inh	CCHF vOTU inh	FadD28 FP inh	GDH-TPI counter	BioA inh	Rv3671c inh	UGM FP inh
Cc1cc(-c2ccccc2)n2ncnc2n1	12.7	1.8	?	9.9	-0.7	-1.7	-1.9	0.8	2.7	-4.2
O=C(Nc1ccc(-c2cnco2)cc1)c1ccccc1	5.9	6.9	?	-3.5	-10.4	-3.1	-15.7	.	1.4	-0.7
CC(=O)N1CCN(Cc2cc(=O)oc3cc(C)cc(C)c23)CC1	.	.	3.4	0.9	7.1	-0.7	.	-0.3	.	.
CCN(CC)CCN(Cc1cc2cc3c(cc2[nH]c1=O)OCCO3)C(=S)NCCOC	.	2.9	-1.4	23.3	-7.1	-0.3	24.8	-0.6	.	.
CCCCn1c(N)c(N(CC(C)C)C(=O)C2CC(=O)N(c3ccc(CC)cc3)C2)c(=O)[nH]c1=O (stereo not drawn)	.	-0.3	.	1.8	3.7	0.3	8.8	.	-9.4	-0.4
N#Cc1cccc(NC(=O)CN2C(=O)NC3(CCCCCC3)C2=O)c1	.	-1.0	-5.3	-4.2	-5.4	-2.7	-1.6	1.1	-1.0	0.2
O=C1CN(S(=O)(=O)c2cc(Cl)ccc2Cl)CCN1	13.9	5.1	-3.4	1.0	0.2	-1.5	5.7	-1.3	0.9	0.0
